PABP1 MLLE inh – inhibitors of microRNA-mediated deadenylation, human PABP1 MLLE binding | GST-MLLE / FITC-PAM2 fluorescence polarization | inhibition, % at 20 µM | 360,000 compounds, 0.36% hits | AID 588489; in the data active means inhibition above about 35%, passing the limit was not always enough;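 further: plate controls were DMSO wells with GST-MLLE for no effect and wells lacking GST-MLLE protein for full effect; some results filed as inactive read as strong as hits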
Neddyl block – inhibitors of human cullin neddylation; P61081+Q13564; TR-FRET cullin neddylation, biochemical; calls only at 25 µM; 360,000 compounds, 0.58% hits; AID 651699; in the data active means inhibition above about 36%
CendR NRP1 mod – modulators of CendR peptide binding to human neuropilin-1; inhibition, % at 25 µM; AID 602438; 360,000 compounds, 0.85% hits; FAM-RPARPAR peptide binding to NRP-1, fluorescence polarization;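 active means inhibition or corrected inhibition above about 18%, plus a signal ratio from 0.5 to 1.5, limit read from the data, passing the limit was not always enough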; further: strong numbers were not always called active
Rin1 Abl inh – human Rin1-Abl interaction inhibition | TR-FRET Rin1/Abl binding, biochemical | inhibition, % at 7.35 µM | 360,000 compounds, 0.4% hits | AID 588664; in the data active means inhibition above about 5%, passing the limit was not always enough
MsrA act – bovine methionine sulfoxide reductase A activation; purified bovine MsrA, absorbance read-out; 360,000 compounds, 0.3% hits; activation, % at 10.6 µM; in the data active means activation above about 7.5%;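 further: 0% = vehicle and 100% = reference activator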
eLon inh – E. coli protease La inhibition; P0A9M0; purified E. coli Lon protease, fluorescence polarization; inhibition, % at 7.94 µM; 360,000 compounds, 0.42% hits; AID 602123; in the data active means inhibition above about 13%, passing the limit was not always enough;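 further: 0% = enzyme with probe and DMSO and 100% = no enzyme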
SKN-1 block – inhibitors of C. elegans SKN-1; C. elegans VP596 Pgst-4::GFP/RFP ratio, acrylamide-induced, 24 h; inhibition, % at 21.8 µM; 360,000 compounds, 0.49% hits; AID 624304;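 active means interference check ratio from 0.5 to 1.5 plus GFP to RFP signal ratio inhibition reaching or exceeding a fixed threshold, cut at about 30% in these data, passing the limit was not always enough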; further: some compounds called inactive have numbers as strong as hits
MT1-MMP act inh – MT1-MMP (human) activation inhibition | P50281 | HT1080 RFP-PRO-GFP cells, GFP/RFP ratio fluorescence, overnight; percent of plate control window, DMSO zero | GFP/RFP ratio change, % at 20 µM | 360,000 compounds, 0.061% hits;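 active means GFP/RFP ratio change of at least 30% with cell ATP level not reduced by more than half and red fluorescence within 50% of control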; further: strong numbers were not always called active
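Read-out: GFP/RFP fluorescence ratio; Test system: RFP-PRO-GFP reporter HT1080 cells; Compound dosing: single-point 20 µM compound, 1% DMSO; Times: overnight compound exposure at 37 °C.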
FAS-TE inh – FAS thioesterase (human) inhibition; P49327; recombinant FAS-TE, OMFH fluorogenic substrate, fluorescence endpoint; inhibition, % at 15 µM; 360,000 compounds, 0.67% hits; AID 602261;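 active means compounds whose normalised, plate-corrected inhibition of enzyme fluorescence in the single-dose primary screen is 50% or more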;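 further: 0% = DMSO with enzyme and 100% = substrate without enzyme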
Target sequence (P49327 whole entry, looked up): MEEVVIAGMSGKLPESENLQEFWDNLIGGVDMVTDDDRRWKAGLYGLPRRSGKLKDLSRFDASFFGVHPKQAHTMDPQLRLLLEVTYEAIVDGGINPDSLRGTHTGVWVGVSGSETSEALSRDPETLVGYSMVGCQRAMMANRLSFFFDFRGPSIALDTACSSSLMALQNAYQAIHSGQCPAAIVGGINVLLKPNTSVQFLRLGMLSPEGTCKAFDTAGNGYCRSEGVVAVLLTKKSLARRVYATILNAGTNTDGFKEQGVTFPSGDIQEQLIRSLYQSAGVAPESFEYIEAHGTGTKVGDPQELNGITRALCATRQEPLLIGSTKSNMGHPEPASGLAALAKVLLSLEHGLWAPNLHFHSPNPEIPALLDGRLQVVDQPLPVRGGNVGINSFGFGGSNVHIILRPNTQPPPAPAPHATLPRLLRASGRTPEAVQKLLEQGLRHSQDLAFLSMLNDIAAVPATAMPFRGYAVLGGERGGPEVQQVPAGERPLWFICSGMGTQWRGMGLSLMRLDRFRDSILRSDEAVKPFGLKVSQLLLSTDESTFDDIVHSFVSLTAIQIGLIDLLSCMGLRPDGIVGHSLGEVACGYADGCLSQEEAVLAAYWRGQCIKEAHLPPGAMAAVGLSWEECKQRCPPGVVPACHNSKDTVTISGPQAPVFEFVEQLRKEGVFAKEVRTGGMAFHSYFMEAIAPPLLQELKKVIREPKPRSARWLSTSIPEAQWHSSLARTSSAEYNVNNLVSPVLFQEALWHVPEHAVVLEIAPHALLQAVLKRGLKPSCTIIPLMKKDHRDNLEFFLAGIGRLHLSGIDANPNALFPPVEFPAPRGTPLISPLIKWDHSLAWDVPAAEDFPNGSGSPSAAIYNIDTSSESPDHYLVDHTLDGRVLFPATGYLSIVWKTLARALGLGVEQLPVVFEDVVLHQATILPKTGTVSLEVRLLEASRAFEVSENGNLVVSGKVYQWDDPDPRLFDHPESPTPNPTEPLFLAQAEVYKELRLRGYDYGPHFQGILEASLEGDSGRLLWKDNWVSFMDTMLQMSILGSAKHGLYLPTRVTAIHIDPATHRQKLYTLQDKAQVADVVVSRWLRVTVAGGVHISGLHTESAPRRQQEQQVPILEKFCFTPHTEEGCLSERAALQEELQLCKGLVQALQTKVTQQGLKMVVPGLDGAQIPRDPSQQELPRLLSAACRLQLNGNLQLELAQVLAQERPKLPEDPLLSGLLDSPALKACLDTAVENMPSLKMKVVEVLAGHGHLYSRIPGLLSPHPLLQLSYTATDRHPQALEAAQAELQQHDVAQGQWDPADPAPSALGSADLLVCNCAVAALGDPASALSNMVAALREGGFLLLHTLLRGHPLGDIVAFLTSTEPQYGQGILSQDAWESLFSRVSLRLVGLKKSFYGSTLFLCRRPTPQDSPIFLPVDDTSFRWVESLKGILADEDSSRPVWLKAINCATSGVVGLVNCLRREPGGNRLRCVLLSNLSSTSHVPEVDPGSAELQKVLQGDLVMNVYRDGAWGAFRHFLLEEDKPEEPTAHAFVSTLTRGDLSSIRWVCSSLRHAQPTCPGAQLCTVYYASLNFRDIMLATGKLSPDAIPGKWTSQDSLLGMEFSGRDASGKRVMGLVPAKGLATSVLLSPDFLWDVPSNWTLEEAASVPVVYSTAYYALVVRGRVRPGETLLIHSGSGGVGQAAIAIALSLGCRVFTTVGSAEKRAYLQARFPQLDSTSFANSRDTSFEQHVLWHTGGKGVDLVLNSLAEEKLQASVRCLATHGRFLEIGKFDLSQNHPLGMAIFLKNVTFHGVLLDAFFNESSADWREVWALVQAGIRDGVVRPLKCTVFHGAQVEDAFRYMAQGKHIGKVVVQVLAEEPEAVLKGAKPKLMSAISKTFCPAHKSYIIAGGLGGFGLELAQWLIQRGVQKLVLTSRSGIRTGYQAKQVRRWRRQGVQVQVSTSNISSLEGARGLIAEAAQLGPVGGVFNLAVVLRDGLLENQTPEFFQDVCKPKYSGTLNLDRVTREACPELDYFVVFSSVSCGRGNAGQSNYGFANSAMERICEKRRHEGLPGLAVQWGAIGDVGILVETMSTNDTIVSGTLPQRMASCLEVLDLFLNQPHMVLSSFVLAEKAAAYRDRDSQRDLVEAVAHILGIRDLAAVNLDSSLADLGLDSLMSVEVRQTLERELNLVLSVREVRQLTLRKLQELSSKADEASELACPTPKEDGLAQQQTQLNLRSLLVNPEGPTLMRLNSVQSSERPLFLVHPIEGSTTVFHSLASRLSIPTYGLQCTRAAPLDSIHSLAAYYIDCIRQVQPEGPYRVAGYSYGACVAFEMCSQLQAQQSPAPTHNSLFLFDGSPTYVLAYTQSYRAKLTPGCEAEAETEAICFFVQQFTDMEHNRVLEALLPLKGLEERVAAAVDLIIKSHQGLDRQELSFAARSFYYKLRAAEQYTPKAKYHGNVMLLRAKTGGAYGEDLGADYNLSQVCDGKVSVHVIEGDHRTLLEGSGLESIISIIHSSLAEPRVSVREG
Starred values were filed as active, the others as inactive; i = inactive; . = not tested or not shown.

SMILES	PABP1 MLLE inh	Neddyl block	CendR NRP1 mod	Rin1 Abl inh	MsrA act	eLon inh	SKN-1 block	MT1-MMP act inh	FAS-TE inh
CCOc1ccccc1C1C(C#N)=C(SCC(=O)OC)NC(=O)C1C(=O)OC (centres undefined)	-9	i	-1	-4	-6	-10	0	3	-5
O=C(O)CCNC(=O)/C(=C\c1ccco1)NC(=O)c1ccco1	28	i	-15	0	-1	5	10	-3	-9
Cc1ccc(Nc2c(-c3ccc(C)o3)nc3ncccn23)cc1	0	i	-4	-3	-3	0	7	-6	1
CCc1c(O)c(/C(C)=N\O)c(=O)n(-c2ccccc2)c1-c1ccccc1	6	i	10	-1	-6	0	6	5	-74
Cc1cc(NC(=O)c2cnn3c(C(F)F)cc(C4CC4)nc23)no1	2	i	3	1	-9	1	4	-4	2
CCCCOc1ccc(C2(C)CC(=O)NC2=O)cc1 (centres undefined)	2	i	3	-2	-1	2	15	-1	-3
Cc1ccc(-c2nnc(N3CCC(C)CC3)c3ccccc23)cc1C	11	i	-3	2	-8	2	8	1	13
OCCN(CCO)CC(O)COc1ccc2c(c1)OCO2 (centres undefined)	5	i	-3	0	-3	2	14	1	-6
O=C(Nc1ccc(Oc2ccccc2)cc1)c1cnc2n(c1=O)CCS2	-16	i	2	-2	-1	3	9	5	4
COc1cc(CC(=O)OCC(=O)NC2CCCCC2)cc(OC)c1OC	10	i	-5	-3	-5	0	3	2	-2
COC(=O)c1ccccc1NC(=S)NC(=O)C1CC1	10	i	5	0	-2	-3	-10	-1	-8
CCC(C)[C@H](NC(=O)OC(C)(C)C)C(=O)N/N=C/c1ccc2cc(OC)ccc2n1 (some centres undefined)	-4	.	-4	-3	0	-14	13	0	-6
O=C(C1CCN(S(=O)(=O)c2cccc3cccnc23)CC1)N1CCn2c1nc1ccccc12	6	i	-6	-3	-2	-7	9	1	18
Cc1cc2ccccn2c1C(=O)c1cccc(F)c1	-3	i	1	-1	0	3	6	1	6
COc1ccc(S(=O)(=O)NC(CC(C)C)C(=O)NC(C)c2cccs2)cc1 (centres undefined)	5	i	9	1	0	10	0	-1	-7
O=C(Nc1ccccc1F)c1ccc2snnc2c1	19	i	8	-8	-1	-4	6	0	-3
O=C(Nc1ccc(F)c(Cl)c1)C1CCN(S(=O)(=O)c2cccnc2)CC1	1	i	-3	-2	0	2	7	-5	11
CC(=O)Nc1ccc(S(=O)(=O)NCCc2cc3ccc(C)c(C)c3[nH]c2=O)cc1	-6	i	-4	-3	-3	-6	-3	0	-3
COc1ccc(NC(=O)CCc2c(C)nc3nc(C)nn3c2C)cc1	4	i	3	3	-6	6	-4	2	-8
O=C(O)C1CCC(N2C(=O)C3C4CCC(C4)C3C2=O)CC1 (centres undefined)	-1	i	10	-1	-4	-3	4	-3	-10
O=C(c1c(F)cccc1F)N1CCCC(c2nc(-c3cccs3)no2)C1 (centres undefined)	1	i	3	1	-2	6	4	4	-44
CN1CCCN(S(=O)(=O)c2ccccc2)c2nc3ccccc3nc21	-12	i	-33	0	-6	-7	3	-9	13
CN(C)c1nc(C(=O)NN)nc(N(C)C)n1	-1	i	10	0	-6	1	-1	7	-6
CCn1cc(C(=O)OCC(=O)Nc2cccc(S(=O)(=O)N3CCOCC3)c2)c(=O)c2ccc(C)nc21	-22	i	-7	6	-12	-10	-16	22	5
C=CCn1c(=N)n(CC(O)COc2ccc(OC)cc2)c2ccccc21 (centres undefined)	9	i	8	-2	-3	5	-5	0	-8

An excerpt from above in order of SMILES length, lowest first.
SMILES	PABP1 MLLE inh	Neddyl block	CendR NRP1 mod	Rin1 Abl inh	MsrA act	eLon inh	SKN-1 block	MT1-MMP act inh	FAS-TE inh
O=C(Nc1ccccc1F)c1ccc2snnc2c1	19	i	8	-8	-1	-4	6	0	-3
CN(C)c1nc(C(=O)NN)nc(N(C)C)n1	-1	i	10	0	-6	1	-1	7	-6
CN1CCCN(S(=O)(=O)c2ccccc2)c2nc3ccccc3nc21	-12	i	-33	0	-6	-7	3	-9	13

The list goes on.
SMILES	PABP1 MLLE inh	Neddyl block	CendR NRP1 mod	Rin1 Abl inh	MsrA act	eLon inh	SKN-1 block	MT1-MMP act inh	FAS-TE inh
Cn1c(CCC(=O)Nc2ccc(S(C)(=O)=O)cc2)nc2cc(S(=O)(=O)N3CCOCC3)ccc21	-47	i	-5	5	-8	8	-5	-4	-8
CCc1cccc(NC(=O)c2cnn(-c3ccccc3)c2C)c1	-9	i	-4	0	-8	-1	13	-3	10
O=S(=O)(Cc1noc(-c2ccccc2Cl)n1)c1ccccn1	-10	i	-2	1	-1	-7	0	0	1
CCOc1cc(C2NC(=S)NC(C)=C2C(=O)Nc2ccc(OC)cc2)ccc1O (centres undefined)	-124	i	3	0	-11	-3	4	3	-9
NC(=O)c1nn(-c2ccccc2)nc1NC(=O)CSc1nnnn1-c1ccc(Cl)cc1	9	i	-13	0	-2	-3	0	6	2
Cc1ccc(C(=O)NCCNC(=O)COc2ccc(C)c(C)c2)cn1	5	i	3	1	-9	6	12	1	-4
CC(=O)N(CC#CCN(C(C)=O)c1ccccc1)c1ccccc1	5	i	-10	2	-5	-16	2	-3	-12
CC(=O)Nc1cccc(-c2cc(NC=O)c3ncc(-c4ccc(F)c(Cl)c4)n3c2)c1	-5	i	-32	-1	0	-12	13	-5	16
COc1ccc([N+](=O)[O-])cc1NC(=O)CSCc1ccc(Br)cc1	2	i	-1	-1	-5	13	4	0	48
O=C(Nc1c(C(=O)Nc2ccc3c(c2)OCCO3)cnn1-c1ccccc1Cl)c1ccco1	0	i	-2	2	-1	1	11	-1	-2
CCC(CO)Oc1cc(NC(=O)c2ccc(Cl)cc2)c2ncn(C(C)C)c2c1 (centres undefined)	11	i	23	5	-6	9	8	-1	-16
CCCn1c2ccccc2c2cnn(CC(=O)NC3CCN(Cc4ccccc4)CC3)c(=O)c21	-1	i	0	-3	-3	-7	5	3	1
Cc1c(Cl)cccc1NC(=O)NCc1ccc(F)cc1	19	i	-11	0	-5	0	2	1	-8
CC1CCCC(NC(=O)CN2C(=O)NC(c3ccccc3)(c3ccccc3)C2=O)C1C (centres undefined)	-16	i	-8	2	-2	-1	6	-1	10
CC(C)N1CCC2(CC1)Oc1ccc(Br)cc1C1CC(c3cccnc3)=NN12 (centres undefined)	-6	i	2	0	-4	0	0	-6	0
COc1ccc(/C=C(/NC(=O)c2ccc(Br)o2)C(=O)Nc2cccc(C(=O)O)c2)cc1	12	i	-3	0	-6	-11	17	0	-6
COc1cc(/C=C2/N=C(c3ccccc3F)OC2=O)cc(Cl)c1OS(C)(=O)=O	10	i	-4	-1	-3	-3	11	0	12
CN(c1ccccc1)S(=O)(=O)c1ccc(C(=O)NCC2CCCO2)cc1 (centres undefined)	6	i	-3	2	-1	0	19	-5	-4
CCOC(=O)c1sc2nc(C)nc(Nc3ccccc3)c2c1C	6	i	0	-2	-2	-5	7	0	-1
COC(=O)C[C@@H]1CC[C@@H](NS(=O)(=O)c2ccc(F)cc2)[C@@H](CO)O1	.	i	-5	.	.	.	-15	0	.
CN(C(=O)CSc1nc2ccccc2s1)c1c(N)n(Cc2ccccc2)c(=O)[nH]c1=O	18	i	3	0	-8	-2	-12	-5	-1
Cn1c(SCc2cccc(Br)c2)nnc1-c1ccncc1	-1	i	-2	3	-4	-10	-9	2	-5
O=C(NCCN1CCCCCC1)c1ccc(CS(=O)(=O)c2ccc(Br)cc2)o1	-11	i	-4	-5	-1	2	-1	0	-4
O=C(CSc1nc2c(sc3ccccc32)c(=O)n1Cc1ccco1)NCC1CCCO1 (centres undefined)	7	i	0	-3	2	-2	-12	1	0
Cc1ccc(-c2csc3ncnc(N4CCc5ccccc5C4)c23)cc1	-11	i	-11	1	-1	4	4	-21	28

Among those listed so far, these contain an NH in an aromatic ring:
SMILES	PABP1 MLLE inh	Neddyl block	CendR NRP1 mod	Rin1 Abl inh	MsrA act	eLon inh	SKN-1 block	MT1-MMP act inh	FAS-TE inh
CC(=O)Nc1ccc(S(=O)(=O)NCCc2cc3ccc(C)c(C)c3[nH]c2=O)cc1	-6	i	-4	-3	-3	-6	-3	0	-3
CN(C(=O)CSc1nc2ccccc2s1)c1c(N)n(Cc2ccccc2)c(=O)[nH]c1=O	18	i	3	0	-8	-2	-12	-5	-1

Four entries from above, as labelled records:
Cn1c(CCC(=O)Nc2ccc(S(C)(=O)=O)cc2)nc2cc(S(=O)(=O)N3CCOCC3)ccc21
  PABP1 MLLE inh: -47
  Neddyl block: i
  CendR NRP1 mod: -5
  Rin1 Abl inh: 5
  MsrA act: -8
  eLon inh: 8
  SKN-1 block: -5
  MT1-MMP act inh: -4
  FAS-TE inh: -8
CCc1cccc(NC(=O)c2cnn(-c3ccccc3)c2C)c1
  PABP1 MLLE inh: -9
  Neddyl block: i
  CendR NRP1 mod: -4
  Rin1 Abl inh: 0
  MsrA act: -8
  eLon inh: -1
  SKN-1 block: 13
  MT1-MMP act inh: -3
  FAS-TE inh: 10
O=S(=O)(Cc1noc(-c2ccccc2Cl)n1)c1ccccn1
  PABP1 MLLE inh: -10
  Neddyl block: i
  CendR NRP1 mod: -2
  Rin1 Abl inh: 1
  MsrA act: -1
  eLon inh: -7
  SKN-1 block: 0
  MT1-MMP act inh: 0
  FAS-TE inh: 1
CCOc1cc(C2NC(=S)NC(C)=C2C(=O)Nc2ccc(OC)cc2)ccc1O (centres undefined)
  PABP1 MLLE inh: -124
  Neddyl block: i
  CendR NRP1 mod: 3
  Rin1 Abl inh: 0
  MsrA act: -11
  eLon inh: -3
  SKN-1 block: 4
  MT1-MMP act inh: 3
  FAS-TE inh: -9

Later entries:
SMILES	PABP1 MLLE inh	Neddyl block	CendR NRP1 mod	Rin1 Abl inh	MsrA act	eLon inh	SKN-1 block	MT1-MMP act inh	FAS-TE inh
O=C(COC(=O)C1CC(O)CN1S(=O)(=O)c1ccc(Cl)cc1)c1ccccc1 (centres undefined)	-8	i	21	-1	-3	-9	5	-4	-14
C/C(=N\NC(=O)CSc1nc(C)cc(C)n1)c1cccs1	0	i	2	2	0	-5	4	1	-8
CCS(=O)(=O)Nc1ccc(C(=O)CC2(O)C(=O)Nc3ccc(Br)cc32)cc1 (centres undefined)	2	i	-4	-1	-11	-10	11	-1	0
Cc1nc(SCC(=O)N2CCNC2=O)c2ccccc2n1	7	i	8	-4	-4	4	3	-7	-4
COc1cccc(N2CCN(CC(=O)NCc3cccs3)CC2)c1	12	i	10	0	2	-3	-18	2	-3
COc1cc(C(C2C(=O)CC(C)(C)CC2=O)C2C(=O)CC(C)(C)CC2=O)ccc1O	20	i	6	1	-3	-2	12	0	-6
COc1ccccc1N(CC(=O)NCc1ccco1)S(C)(=O)=O	17	i	15	0	-3	7	3	2	-1
COc1ccccc1Nc1nc2cc(C)ccc2cc1C#N	-6	i	2	1	-2	-4	8	0	-4
COc1ccc(N2CCN(C(CNC(=O)C(=O)NCc3cccnc3)c3ccco3)CC2)cc1 (centres undefined)	-4	i	2	0	-2	-4	-9	3	-5
O=C(Nc1ccc(N2CCOCC2)c(Cl)c1)c1cccnc1	7	i	-6	-1	-4	7	-18	0	-5

Random excerpt: 2 entries already listed, in no set order.
SMILES	PABP1 MLLE inh	Neddyl block	CendR NRP1 mod	Rin1 Abl inh	MsrA act	eLon inh	SKN-1 block	MT1-MMP act inh	FAS-TE inh
CCC(C)[C@H](NC(=O)OC(C)(C)C)C(=O)N/N=C/c1ccc2cc(OC)ccc2n1 (some centres undefined)	-4	.	-4	-3	0	-14	13	0	-6
O=C(Nc1ccc(N2CCOCC2)c(Cl)c1)c1cccnc1	7	i	-6	-1	-4	7	-18	0	-5

Screening results as filed in PubChem BioAssay.
